# High-throughput results (PubChem BioAssay)
# NR2E3 ag-1 = inhibitors of NR2E3-RetCOR corepressor binding, primary screen, NR2E3 agonist project, biochemical, TR-FRET, GST-NR2E3, biotin-RetCOR; Photoreceptor-specific nuclear receptor (Homo sapiens), Q9Y5X4; 1536-well; inhibition of corepressor binding, % at 4.78 µM; 0.12% of 320,000 active; AID 2300, 2010;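 active = percent inhibition above the cutoff of mean plus 3 SD of all tested compounds, set per screening campaign, cut at about 20% in these data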;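 note: 0% = DMSO wells and 100% = biotin wells as full block of FRET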
# Target sequence (Q9Y5X4 whole entry, looked up): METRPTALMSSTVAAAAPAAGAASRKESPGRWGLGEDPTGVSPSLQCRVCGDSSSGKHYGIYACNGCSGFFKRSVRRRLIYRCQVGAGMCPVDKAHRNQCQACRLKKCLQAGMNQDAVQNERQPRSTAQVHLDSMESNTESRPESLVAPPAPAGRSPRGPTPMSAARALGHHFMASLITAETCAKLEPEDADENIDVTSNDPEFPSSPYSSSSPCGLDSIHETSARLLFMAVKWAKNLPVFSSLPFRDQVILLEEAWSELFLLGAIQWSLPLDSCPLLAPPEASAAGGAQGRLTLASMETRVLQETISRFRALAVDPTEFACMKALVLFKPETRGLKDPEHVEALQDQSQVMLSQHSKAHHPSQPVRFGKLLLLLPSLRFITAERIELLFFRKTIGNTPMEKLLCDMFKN
#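 Material: NR2E3–RetCOR corepressor complex / Incubation: Compound–protein incubation for 5 h at 4 °C / Dosing: compound at 4.8 µM, single dose / Detection: time-resolved FRET / Benchmarks: high control biotin, low control 0.6% DMSO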
# Vif imaging = HIV Vif self-association inhibitors, primary screen, imaging, HEK293T, single point; inhibition, % at 7.49 µM; HEK293T cells, Vif self-association by quenched fluorescence, 24 h; 0.35% of 340,000 active; AID 602346, 2012; in the data active = inhibition above about 50%, passing the limit was not always enough; inconclusive = no clear call, values can overlap the other calls; inactive = below about 31%; note: some results filed as inactive read as strong as hits
# aDG glyco act = activators of alpha-DG glycosylation, primary screen, uHTS, Pro5-aDG cells, AlphaScreen; alpha-DG glycosylation AlphaScreen (IIH6); 0% Pro5, 100% B10-LARGE cell signal; activation, % at 10 µM; 0.22% of 360,000 active;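 active = activation of at least 8% versus controls, or a plate z-score of at least 8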;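 note: Pro5 are CHO cells carrying HIG-tagged alpha-DG that lacks glycosylation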
# HIF-2a block = HIF-2a reporter inhibitors, primary screen, luminescence, 786-0 RCC cells | 786-0 RCC cells HIF-2a reporter, luciferase luminescence, overnight | inhibition, % at 18.8 µM | 0.72% of 360,000 active;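 active = inhibition of the luminescence signal of 40% or more relative to plate controls, in a single-dose primary screen at 18.75 µM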
# PDI turbidity = inhibitors of human PDI, primary screen, biochemical, turbidity, single point, plate reader | 0.052% of 350,000 active | inhibition, % at 10 µM | Protein disulfide-isomerase (Homo sapiens), P07237 | PDI insulin aggregation turbidity, A650, 90 min;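 active = mean inhibition across replicates of 30% or more, whatever share of single replicates reach that level; inconclusive = mean inhibition below 30% while every single replicate reaches 30%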;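 note: absorbance from insulin aggregation driven by PDI reduction with DTT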
# Target sequence (P07237 whole entry, looked up): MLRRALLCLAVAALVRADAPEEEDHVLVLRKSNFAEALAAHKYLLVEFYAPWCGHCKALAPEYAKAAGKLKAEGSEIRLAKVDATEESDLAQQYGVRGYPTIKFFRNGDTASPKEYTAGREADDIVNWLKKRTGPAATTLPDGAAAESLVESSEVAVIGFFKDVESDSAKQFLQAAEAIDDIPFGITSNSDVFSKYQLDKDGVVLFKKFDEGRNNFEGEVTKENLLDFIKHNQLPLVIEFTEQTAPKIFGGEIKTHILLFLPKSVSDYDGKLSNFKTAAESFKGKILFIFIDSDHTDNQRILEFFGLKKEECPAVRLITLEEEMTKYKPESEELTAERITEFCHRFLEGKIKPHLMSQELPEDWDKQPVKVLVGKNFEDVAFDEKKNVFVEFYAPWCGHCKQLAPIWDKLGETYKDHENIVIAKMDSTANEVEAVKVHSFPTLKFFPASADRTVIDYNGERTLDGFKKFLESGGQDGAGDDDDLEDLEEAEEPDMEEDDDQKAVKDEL
# Granule exo inh = LAMP-1 surface exposure blockers, TALL-104 cells – cell-based, flow cytometry, MLPCN library, primary screen. TALL-104 LAMP-1 surface exposure; cells stimulated with thapsigargin and PMA. inhibition, % at 10 µM. 0.66% of 360,000 active;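 active = inhibition above about 55%, limit read from the data; inconclusive = no clear call, values can overlap the other calls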
# TRPM1 prom inh = inhibitors of MITF-dependent TRPM1 promoter reporter, primary screen, cell-based, SK-MEL-5, single point, luciferase; inhibition, % at 12.5 µM; AID 488899, 2010; 0.83% of 330,000 active; SK-MEL-5 TRPM1 promoter luciferase, 24 h;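 active = mean inhibition across replicates of 60% or more, whatever share of single replicates reaches that level; inconclusive = some that reach 60%, reason not given; inactive = mean inhibition across replicates below 60%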; note: values of inactives mirror those of a sister screen read the other way
# CaV13 ICDI inh = Primary screen for inhibitors of IQ motif and Ca2+-dependent inactivation inhibitor domain binding in CACNA1D, Förster resonance energy transfer in living cells, …; inhibition, % at 12.3 µM; HEK cells, CFP/YFP FRET ICDI-IQ, plate reader, 10 min; percent FRET-ratio fall versus neutral wells; 0.098% of 340,000 active;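 active = mean replicate inhibition of at least 30% and at least 1% of replicates passing that level; inconclusive = only one of the two criteria is met; inactive = neither criterion is met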;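 note: 0% = median of the neutral control wells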
# Peg3 promoter = Peg3 promoter-driven luciferase inhibitors, primary screen, cell-based, HeLa, luciferase luminescence; HeLa PEG-Prom luciferase reporter, overnight; inhibition, % at 20 µM; 1.7% of 360,000 active; AID 588405, 2011;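 active = inhibition of at least 50% at 20 µM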
# iPSC survival up = enhancers of single-cell hiPSC survival, primary screen, ATPlite luminescence | 100% = ROCK inhibitor wells, 0% = DMSO | survival enhancement, % at 20 µM | 0.044% of 360,000 active; in the data active = survival enhancement above about 18%;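 note: cells exposed to compounds for 16 hours before the ATP read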
# NR2E3 ag-2 = NR2E3 agonists in two-hybrid cells, primary screen, cell-based, luminescence, CHO-S, Gal4-NCOR/VP16-NR2E3; Photoreceptor-specific nuclear receptor (Homo sapiens), Q9Y5X4; inhibition of corepressor binding, % at 3.98 µM; luciferase; 0.35% of 360,000 active; AID 602229, 2012;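 active = inhibition above the mean of all tested compounds plus 3 SD, cut at about 70% in these data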;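 note: 0% = DMSO with NR2E3 transfected cells and 100% = cells lacking NR2E3 construct; higher means lower luciferase signal from less NR2E3 corepressor binding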
# Starred values were filed as active, the others as inactive; ? = inconclusive; · = not tested or not shown; + = active, no number.
structure,NR2E3 ag-2,HIF-2a block,TRPM1 prom inh,Peg3 promoter,NR2E3 ag-1,aDG glyco act,Vif imaging,CaV13 ICDI inh,Granule exo inh,iPSC survival up,PDI turbidity
CCOc1cc(-c2nc(C)c(C(C)=O)n2O)ccc1OCC(=O)Nc1ccccc1,-25,6,-1,2,0,-0.2,2,-7,23,-0.5,-10
CCc1nn2c(=O)cc(CSCC(=O)Nc3ccccc3Cl)nc2s1,-1,5,13,12,0,0.4,-3,·,-1,-0.4,-5
CCOc1ccc(Nc2c3c(nc4ncnn24)CC(C)CC3)cc1 (configuration not stated),0,31,11,10,-1,0.4,-8,·,-4,-2.6,2
Cc1ccc(-n2c(SCC(=O)NCCN3C(=O)CSC3=O)nnc2-c2cccc(C)c2)cc1,2,9,-2,14,-1,0.2,0,-4,-2,0.5,3
O=C(Nc1cccnc1)c1cccc(S(=O)(=O)Nc2cccc(Cl)c2)c1,-39,10,8,17,2,0.3,0,-5,5,1.7,-6
Cc1cccc(C)c1OCc1cc(C(=O)N2CCN(Cc3nccn3C)CC2)no1,4,-47,-8,-19,0,0.0,-5,-6,0,-0.5,-4
CC(C)Oc1cc(F)ccc1-c1cc(C(=O)NCC2CCCCC2)[nH]n1,-7,2,·,11,·,0.3,-2,-13,-1,-1.1,20
C/C(=N\NC(=O)COc1cc(C)cc(C)c1)c1cccc(NC(=O)C2CCC2)c1,-18,-1,12,28,-1,0.6,-2,·,1,0.5,10
CN(C(=O)CSc1nnnn1-c1ccc(Cl)cc1)C1CCS(=O)(=O)C1 (configuration not stated),-13,7,-2,-4,·,0.1,26,-6,-4,-0.3,12
Cc1ccc(-c2nc3[nH]c(=O)cc(NC(=O)C(C)C)n3n2)cc1,-14,12,3,19,5,0.0,2,-14,-4,0.0,-5
CCOC(=O)c1ccc(Oc2nc(OC)cc(OC)n2)cc1,0,17,7,-1,2,-0.3,·,-5,-2,-2.5,-8
COc1ccc(C2=NN(S(C)(=O)=O)C(c3cccs3)C2)cc1OC (configuration not stated),-86,-175,-13,-147,4,-0.2,-11,-6,0,-0.9,16
CSc1sc(C(=O)NCC2CC2)cc1S(=O)(=O)C(C)C,1,12,5,-2,1,0.0,10,-20,-3,-0.6,-7
Cc1ccc(/C=C/C(=O)N2CCc3ccccc3C2)cc1,-111,-285,-22,-217,3,0.5,10,-1,1,-2.3,3
CN(C)CCN(Cc1ccccc1)c1ccnc(N(C)C)c1C#N,-5,3,-2,21,2,0.3,0,-4,3,1.3,-4
CN(Cc1ccc(Cl)cc1Cl)C(=O)c1cc(=O)c2ccccc2o1,-22,-28,-6,-5,7,0.5,0,-3,-11,-0.6,-22
O=S1(=O)NC(=NC2CCCCCC2)c2ccccc21,-11,4,2,7,7,-0.2,14,-5,-2,-2.0,-2
COc1ccc(S(=O)(=O)N(C)C[C@H]2Oc3ccc(NC(=O)NC(C)C)cc3C(=O)N([C@H](C)CO)C[C@@H]2C)cc1,5,4,-11,-24,·,0.1,-12,-12,-3,-1.5,-2
CCOc1cc(S(=O)(=O)NC2CCCC2)ccc1Cl,-4,18,5,20,1,0.1,-6,-5,-1,0.3,-2
COc1cc(NC(=O)CSc2nnc3n2C(C)(C)Cc2ccccc2-3)cc(OC)c1,-15,3,-19,7,5,0.0,-12,-6,-2,-0.2,-9
C#CC(CC)(CC)NC(=S)Nc1ccc(S(N)(=O)=O)cc1,-34,-80,-19,-76,3,-0.2,2,-5,?,0.3,-11
c1ccc2c(c1)OCCOCCOCCO2,1,17,5,-30,-3,-0.1,0,-4,20,0.3,8
O=C(c1ccco1)N(Cc1cccs1)C1CCS(=O)(=O)C1 (configuration not stated),-4,11,4,-1,-2,0.1,1,-6,0,-0.5,-4
Nc1nc2ccccc2cc1C(=O)NCc1ccc(Cl)cc1Cl,91*,5,·,·,·,1.3,·,·,-4,0.1,·
O=C(OCN1C(=O)c2ccccc2C1=O)C1CCCCC1,4,6,3,10,6,0.4,1,-6,-2,-1.9,10
COc1ccc(NC(=O)CCCC2=NS(=O)(=O)c3ccccc3N2)cc1,-6,4,·,8,2,-0.1,-2,-5,-4,2.0,21
Cc1cccc(C(=O)Nc2cccc(-c3cnc4ccccc4n3)c2)c1,-55,-41,-10,-44,8,0.0,·,-10,3,0.2,-4
COc1ccc(NC(=O)Nc2ccc3nccnc3c2)cc1,-124,-235,-97,-303,-5,0.0,-7,-6,-2,-3.3,-2
COc1ccc(-n2ccn(CC(=O)Nc3ccc(OC)cc3OC)c(=O)c2=O)cc1,21,-2,-3,-11,-1,-0.1,-3,-7,2,-0.4,1
COc1ccc(CN=C2NC(=O)CC(C(=O)Nc3ccc([N+](=O)[O-])cc3C)S2)cc1 (configuration not stated),0,14,0,16,·,-0.6,-12,-6,0,1.9,-3
CC(=O)N1N=C(c2ccc(Cl)cc2)OC1(C)C,-10,0,8,2,1,-0.2,6,-3,5,-0.1,3
COc1ccc(C2C(C(C)=O)=C(O)C(=O)N2Cc2cccnc2)cc1 (configuration not stated),7,0,7,-5,7,0.0,0,·,-6,-1.1,4
C=CCOc1ccc(C2C3=C(CCCC3=O)N(CC(=O)O)C3=C2C(=O)CCC3)cc1OCC,-12,22,1,6,0,-0.2,4,-2,-6,-0.2,4
O=C(O)c1ccc(Cl)c(NC(=O)C2CCN(S(=O)(=O)c3ccc4c(c3)OCCO4)CC2)c1,1,21,·,-7,·,0.0,20,-6,1,-1.0,-1
CCOC(=O)c1ccc(NC(=O)NCc2ccc(OC)cc2)cc1,-31,-9,-6,-33,-1,-0.1,·,2,0,0.5,7
COc1ccc(/C=C2/CCc3ccccc3C2=O)cc1CN1CCOCC1,2,-6,-7,8,-1,-0.1,6,-5,2,-3.1,0
O=C(Cc1cccc(F)c1)Nc1ccc2c(c1)CCC2,-16,-193,-38,-159,1,0.0,6,-3,6,-0.6,-70
Cc1noc(C)c1S(=O)(=O)NC(=O)C1(C)CCN1C(=O)Cc1ccc(Cl)cc1Cl (configuration not stated),-12,0,·,8,·,-0.4,0,-9,-5,5.3,2
CC(=O)Cn1c(=O)oc2ccccc21,-22,9,-5,-14,2,0.0,-4,-5,0,0.5,-2
Cc1cc(C(O)c2ncc(-c3cccc(F)c3)[nH]2)ccc1F (configuration not stated),9,-14,·,4,·,0.2,0,-7,-6,-0.6,-63
CC(C)CN(C(=O)COc1ccc(-c2nnco2)cc1)C1CCS(=O)(=O)C1 (configuration not stated),-2,6,-8,1,1,0.2,3,-10,-1,-0.4,-3
CCn1nc2cc(C(=O)NCCc3cccs3)ccc2c1OC,-108,-113,-67,-190,0,0.0,2,-5,-19,-0.8,3
O=C1c2cccc3c([N+](=O)[O-])ccc(c23)C(=O)N1c1ccccn1,5,26,34,94*,-2,-0.4,113*,-16,29,-1.6,-4
O=C(c1ccc(Cl)cc1)n1c(NCc2ccccc2)n[nH]c1=S,-2,-32,-24,-11,1,0.0,-2,-3,-2,1.1,-5
CN(CC(=O)Nc1ccc(S(=O)(=O)N2CCCC2)cc1)Cc1ccc(Cl)cc1,-12,18,-4,17,1,0.0,3,-18,-2,2.0,4
CC1Cc2nc(SCC(=O)NCc3ccco3)n(Cc3ccccc3)c(=O)c2S1 (configuration not stated),-15,-116,·,-54,1,7.9,0,-5,0,-2.2,·
O=C(CN1CCOCC1)OCCCC1CCCCC1,-19,16,-11,4,1,0.1,54*,-4,2,-3.0,14
O=C(NCc1ccc2c(c1)OCO2)C1Cc2ccccc2CN1C(=O)c1ccco1 (configuration not stated),-19,16,-1,-12,-1,-0.2,-4,-6,-1,1.3,0
CCN(CC)c1ccc2c(C)c(Cl)c(=O)oc2c1,-9,-71,-1,-36,3,0.1,4,+,9,-0.1,9
CCCCNc1c(N)n(CCC)c(=O)[nH]c1=O,-19,10,9,-1,-2,-0.1,-9,8,-1,-0.2,5

# Next section:
structure,NR2E3 ag-2,HIF-2a block,TRPM1 prom inh,Peg3 promoter,NR2E3 ag-1,aDG glyco act,Vif imaging,CaV13 ICDI inh,Granule exo inh,iPSC survival up,PDI turbidity
CCOC(=O)C1C(c2ccc3c(c2)OCO3)NC(=O)NC1(O)C(F)(F)F (configuration not stated),9,13,-2,-9,4,-0.2,-3,-5,-3,-0.3,-6
CCCCC(=O)Nc1nnc(CCOC)s1,9,15,-17,14,0,0.5,2,-18,5,-0.1,-7
CCOC(=O)c1c(NC(=O)COC(=O)c2ccc(NC(=O)CC#N)cc2)sc(C(=O)NC)c1C,-6,5,-14,-49,-12,0.4,-4,-6,0,0.1,0
Cn1c(SCC(=O)Nc2nccs2)nnc1-c1ccncc1,12,6,5,-6,3,0.1,10,-5,1,-1.9,-4
CCOC(=O)c1c(C)n(C)c2ccc(OC)c(NC(=O)CN3CCCCC3)c12,-9,5,13,4,4,0.1,-1,·,0,2.3,4
Cc1ccc(N2C(=O)C(Cl)=C(N3CCOCC3)C2=O)cc1Cl,-19,-2,1,0,0,0.1,-8,-7,0,-0.9,-12
CC(C)C[C@@H](NC(=O)[C@H]1CCCN1C(=O)Cc1ccccc1)C(N)=O,-13,-33,0,-14,0,-0.1,-4,-19,-4,0.4,-8
O=C(Cn1cnc2ccccc2c1=O)c1ccccc1,-19,-58,-21,-56,-1,-0.1,2,-4,0,0.9,-8
COc1cc(NC(=O)c2cccs2)c(C(=O)OCC(=O)NC(=O)NC(C)(C)C)cc1OC,-8,2,-7,3,-2,-0.2,·,-4,-1,1.8,8
N#CC[C@H](Cc1ccccc1)N1CC[C@@H](NC(=O)OCc2ccccc2)CCC1=O,3,10,2,1,5,-0.1,-1,-9,-10,-1.8,5
COC(=O)c1ccc(-n2cncn2)c(F)c1,4,1,5,-43,-1,-0.1,-7,-8,0,0.0,1
Cc1nc2cccc(C(=O)NC3CCCCC3)c2o1,-11,-5,-12,-5,-2,1.0,-2,-4,1,5.0,0
Cc1cccc(CSc2cccc3cccnc23)c1,88*,-147,21,28,3,-0.5,3,-7,3,-0.1,-8
FC(F)(F)c1cccc(OCc2nnc3n2CCC3)c1,-11,19,0,7,-1,0.1,3,-7,3,-0.1,0
